Bioassay records (PubChem BioAssay)
tim10-1 inh: growth inhibitors of tim10-1 mutant yeast | inhibition, % at 20 µM | S. cerevisiae tim10-1 ts strain growth, BacTiter-Glo, 24 h | 330,000 compounds, 2.2% hits;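 active = inhibition of at least 40%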;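 note: mutant grown at 25 °C; 0% = DMSO wells with yeast and 100% = wells holding no yeast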
APOBEC3G inh: blocks human APOBEC3G single-stranded DNA deamination; Q9HC16; recombinant A3G, ssDNA deamination FAM/TAMRA fluorescence; inhibition, % at 20 µM; 330,000 compounds, 0.28% hits;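 active = inhibition of at least 40% at 20 µM, with no more than 30% in the related APOBEC3A deaminase screen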;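 note: plate controls were DMSO wells with A3G for no effect and wells lacking A3G enzyme for full effect; some compounds called inactive have numbers as strong as hits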
Target sequence (Q9HC16 whole entry, looked up): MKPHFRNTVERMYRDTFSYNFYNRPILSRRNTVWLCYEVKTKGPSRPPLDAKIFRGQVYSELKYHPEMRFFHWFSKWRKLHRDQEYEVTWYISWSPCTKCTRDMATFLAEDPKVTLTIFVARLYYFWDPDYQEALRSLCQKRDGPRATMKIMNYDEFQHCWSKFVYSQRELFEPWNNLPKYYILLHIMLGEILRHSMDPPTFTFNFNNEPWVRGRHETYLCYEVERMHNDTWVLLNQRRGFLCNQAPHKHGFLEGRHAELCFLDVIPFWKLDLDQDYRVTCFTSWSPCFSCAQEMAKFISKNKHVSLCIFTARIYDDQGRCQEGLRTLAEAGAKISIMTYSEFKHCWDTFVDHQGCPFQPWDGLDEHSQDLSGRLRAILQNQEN
NLRP3 yeast inh: blocks the NALP3 inflammasome reconstituted in yeast | Yeast reconstituted NLRP3/ASC/caspase-1, beta-gal luminescence, 24 h | inhibition, % at 10 µM | 330,000 compounds, 0.39% hits | AID 2825;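 active = inhibition of 50% or more; inactive = inhibition below 50%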;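 note: plate controls were induced DMSO wells for no effect and uninduced yeast grown without galactose for full effect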
MIN6 prolif: MIN6 beta-cell proliferation induction. MIN6 cells proliferation, ATPlite luminescence, 48 h; cells starved in 0.2% serum; 100% = growth in 10% serum. proliferation, % at 10 µM. 330,000 compounds, 0.29% hits. AID 2380;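 active = compounds whose signal lies at least 3.5 SD above the mean of all wells on their plate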;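 note: 0% = DMSO-treated cells in low-serum medium and 100% = 10% serum control; some compounds called inactive have numbers as strong as hits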
mIAP block: blocks mouse intestinal alkaline phosphatase; AID 2806; purified mouse IAP, CDP-Star luminescence, 30 min; 330,000 compounds, 0.2% hits; inhibition, % at 10 µM;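 active = inhibition of at least 40% at 10 µM in the primary screen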;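 note: plate controls were DMSO with enzyme for no effect and no enzyme wells for full effect; values of inactives mirror those of a sister screen read the other way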
TIM10 inh: growth inhibitors of TIM10 yeast strain; S. cerevisiae TIM10 strain growth, BacTiter-Glo luminescence, 24 h; inhibition, % at 10 µM; 330,000 compounds, 1.4% hits;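 active = inhibition of 40% or more at the single tested concentration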;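 note: wild-type TIM10 isogenic control strain grown at permissive 25 °C; 0% = DMSO yeast wells and 100% = minimal medium wells without yeast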
APOBEC3A inh: inhibitors of human APOBEC3A DNA deaminase; recombinant A3A, FAM/TAMRA ssDNA deamination fluorescence; inhibition, % at 20 µM; 330,000 compounds, 0.41% hits;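 active = at least 40% inhibition at 20 µM here, with at most 30% in a related deaminase screen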;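 note: plate controls were A3A with DMSO for no effect and wells lacking A3A enzyme for full effect; some results filed as inactive read as strong as hits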
Target sequence (P31941 whole entry, looked up): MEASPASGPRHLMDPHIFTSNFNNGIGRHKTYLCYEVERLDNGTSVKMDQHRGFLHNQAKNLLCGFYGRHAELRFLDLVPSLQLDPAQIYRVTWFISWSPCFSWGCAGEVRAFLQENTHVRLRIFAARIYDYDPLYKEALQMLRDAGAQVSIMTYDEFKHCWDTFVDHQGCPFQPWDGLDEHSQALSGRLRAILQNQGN
mIAP act: increases mouse intestinal alkaline phosphatase activity. muIAP, CDP-Star luminescence, 30 min; active compounds read high; 1 = vehicle-only enzyme signal, 0 = enzyme-free wells. activation factor at 10 µM. 330,000 compounds, 0.24% hits;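 active = activation factor of at least 2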; note: the source names both 10 and 20 µM as test concentration; values of inactives mirror those of a sister screen read the other way
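System: mouse IAP enzyme. Reagent: CDP-Star chemiluminescent phosphatase substrate. Benchmarks: DMSO wells, no-enzyme wells. Times: 30 min enzyme-substrate-compound incubation at room temperature. Detection: luminescence from enzymatic CDP-Star hydrolysis. Doses: test compounds delivered from DMSO solution.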
hIAP inh: human IAP inhibition. P09923. purified IAP, CDP-Star luminescence, 30 min. inhibition, % at 10 µM. 330,000 compounds, 0.12% hits. AID 2544;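 active = inhibition reaching a set limit with compound at 10 µM in the primary screen, cut at about 35% in these data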;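 note: plate controls were DMSO wells with enzyme for no effect and no-enzyme buffer wells for full effect; values of inactives mirror those of a sister screen read the other way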
Target sequence (P09923 whole entry, looked up): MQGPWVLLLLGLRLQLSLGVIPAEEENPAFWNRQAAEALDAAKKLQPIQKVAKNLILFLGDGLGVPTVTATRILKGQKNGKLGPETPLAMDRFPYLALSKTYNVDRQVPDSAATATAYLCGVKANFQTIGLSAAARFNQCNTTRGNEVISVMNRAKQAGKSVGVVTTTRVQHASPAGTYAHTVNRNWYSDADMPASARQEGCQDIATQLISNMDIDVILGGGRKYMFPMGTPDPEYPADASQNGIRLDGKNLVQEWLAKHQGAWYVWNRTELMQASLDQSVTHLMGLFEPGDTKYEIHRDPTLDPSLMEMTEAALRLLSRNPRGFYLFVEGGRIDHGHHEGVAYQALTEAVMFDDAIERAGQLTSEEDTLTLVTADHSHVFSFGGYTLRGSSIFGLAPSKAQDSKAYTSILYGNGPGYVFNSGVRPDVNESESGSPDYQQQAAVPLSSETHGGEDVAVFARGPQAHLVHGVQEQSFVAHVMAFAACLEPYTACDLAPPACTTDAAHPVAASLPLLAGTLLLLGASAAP
* = called active by the depositor; & = joins results of further samples.

SMILES	tim10-1 inh	APOBEC3G inh	NLRP3 yeast inh	MIN6 prolif	mIAP block	TIM10 inh	APOBEC3A inh	mIAP act	hIAP inh
CC(C)C1=NN2C(=N)CC(=O)N=C2S1	-7	13	3	-2	-13	-9	1	1.1	14
COc1ccccc1CCNC(=O)CNC(=O)c1ccc2ccccc2c1	-6	-1	-8	0	-1	-14	1	1	3
COc1ccccc1C(=O)COC(=O)Cn1[nH]c(=O)c2ccccc2c1=O	-9	-8	13	2	1	10	-1	0.99	-13
O=C1C2CCCN2C(c2ccccc2F)N1c1ccc(Cl)cc1 (stereo not given)	0	-5	35	-4	-12	-5	-7	1.1	-25
O=C(CCn1cccn1)N1CCCC(N2CCN(c3cccc(Cl)c3)CC2)C1 (stereo not given)	2	0	3	-1	4	-1	2	0.96	-4
O=C1CC(c2ccccc2)CC(O)=C1C=NCc1ccncc1 (stereo not given)	6	-8	6	-4	-6	20	-4	1.1	-1
Cc1noc(C)c1C(=O)Nc1cccnc1	9	3	9	-3	-1	-21	3	1	3
CCOC(=O)c1nn(-c2ccc(C)cc2)c(=O)cc1OCC(=O)Nc1cc(C)ccc1OC	26	6	14	-4	-9	1	-1	1.1	0
CCOc1ccc(S(=O)(=O)N2CCCCC2)cc1NC(=O)Cc1cccs1	2	-5	22	3	2	-10	28	0.98	9
COc1ccc(CN2C(=O)C3C4C=CC(C4)C3C2=O)cc1 (stereo not given)	4	-1	29	-3	-3	-8	4	1	9
C/C(CC(C)C)=N\NS(=O)(=O)c1ccc(C)c([N+](=O)[O-])c1	-11	-4	6	0	1	7	-3	0.99	-8
COc1ccc(S(=O)(=O)N2CCCC(C(=O)O)C2)cc1 (stereo not given)	-7	-5	7	0	0	0	0	0.99	-4
O=C(NCCO)/C(=C\c1cccc([N+](=O)[O-])c1)NC(=O)c1ccco1	0	-6	-2	-1	8	9	-1	0.92	-2
Nc1ccc(C(=O)O)cc1	5&-11	-2&-6&-4	12&11	2&0	5&3	0&-8	-6&-7&0	0.97&0.97	9&31
CC(=O)Nc1ccccc1NC(=O)C/C(C)=N/NC(=O)c1ccc([N+](=O)[O-])c(Cl)c1	-12	-7	2	1	-3	-2	-1	1	-10
Cc1cc(C)c(NC(=O)CSc2nccn2C)c(C)c1	9	-6	-11	1	2	5	-1	0.98	-21
Cc1ccsc1C(=O)NC1CCCN(Cc2ccc(Cl)cc2)C1 (stereo not given)	25	-7	18	-5	5	17	-4	0.95	-6
CCCN(CCC)S(=O)(=O)c1ccc(NC(=O)Cc2cccs2)cc1	16	-1	22	-4	-24	21	9	1.2	-2
O=C(c1ccc(F)cc1)c1ccc(N2CCCC2)cc1	17	-5	21	-5	8	22	-3	0.92	3
COC(=O)C1(C)NC(c2ccco2)C2C(=O)N(c3ccc(F)cc3)C(=O)C21 (stereo not given)	-10	-10	18	-2	8	5	-5	0.92	7
C#Cc1ccc(CN2CCN(Cc3ccsc3)C(CCO)C2)cc1 (stereo not given)	6	-2	-7	-1	-2	-17	0	1	7
CCCCCCCCNC(=O)c1cnccn1	13	-4	29	-2	2	10	1	0.98	12
CCN(CC)/C(Sc1ccccc1)=C(\C(Cl)=C(Cl)Cl)[N+](=O)[O-]	44*	-7	1	-2	12	46*	0	0.88	-2
CCc1ncc(C)nc1CC	8	-9	21	-3	14	-1	-4	0.85	9
Cc1cccc(C(=O)Oc2ccc3ccc(O)cc3c2)c1	23	-3	21	0	6	25	-1	0.94	-16

Sorted by formula weight (smallest number first): some entries from above.
SMILES	tim10-1 inh	APOBEC3G inh	NLRP3 yeast inh	MIN6 prolif	mIAP block	TIM10 inh	APOBEC3A inh	mIAP act	hIAP inh
O=C(c1ccc(F)cc1)c1ccc(N2CCCC2)cc1	17	-5	21	-5	8	22	-3	0.92	3
COc1ccc(S(=O)(=O)N2CCCC(C(=O)O)C2)cc1 (stereo not given)	-7	-5	7	0	0	0	0	0.99	-4
Cc1ccsc1C(=O)NC1CCCN(Cc2ccc(Cl)cc2)C1 (stereo not given)	25	-7	18	-5	5	17	-4	0.95	-6
COc1ccccc1CCNC(=O)CNC(=O)c1ccc2ccccc2c1	-6	-1	-8	0	-1	-14	1	1	3
COC(=O)C1(C)NC(c2ccco2)C2C(=O)N(c3ccc(F)cc3)C(=O)C21 (stereo not given)	-10	-10	18	-2	8	5	-5	0.92	7
CCOC(=O)c1nn(-c2ccc(C)cc2)c(=O)cc1OCC(=O)Nc1cc(C)ccc1OC	26	6	14	-4	-9	1	-1	1.1	0

The list goes on.
SMILES	tim10-1 inh	APOBEC3G inh	NLRP3 yeast inh	MIN6 prolif	mIAP block	TIM10 inh	APOBEC3A inh	mIAP act	hIAP inh
COc1ccccc1N1CCN(S(=O)(=O)c2cccc3nsnc23)CC1	26	-8	6	-3	3	-1	-5	0.97	9
CCn1c(C)nc2cc(N)ccc21	12	16	12	-1	-5	-12	1	1	3
COC(=O)N/N=C/c1ccc(OS(=O)(=O)c2ccc(C)cc2)c(OC)c1	19	-10	-11	-1	-6	16	0	1.1	7
Nc1cnnc(N/N=C\c2ccccc2)c1Cl	7	-6	9	-3	8	22	-1	0.92	-2
O=C(COC(=O)c1ccc(-c2cnc3ccccc3n2)cc1)c1ccccc1	3	4	11	0	8	1	0	0.92	9
COc1ccc(NC(=O)C(=O)c2cn(CC(=O)N3CCCC3)c3ccccc23)cc1OC	6	-9	0	-1	0	-7	-4	0.99	9
O=c1c2c(nc3c(-c4ccc(Cl)cc4)c[nH]n13)CCC2	-9	-2	9	-4	25	-11	0	0.75	1
Cc1ccc(S(=O)(=O)/N=C2\C=C(Nc3ccc(O)cc3)C(=O)c3ccccc32)cc1	64*	-5	22	-6	10	40	-1	0.9	25
COc1ccccc1NS(=O)(=O)c1ccc(C(N)=O)cc1	-3	-9	12	-1	5	-3	-4	0.95	11
O=C(/C(=C/O)N=Nc1cccc(C(F)(F)F)c1)c1ccccc1	24	-6	16	-5	9	28	1	0.91	14
Cc1ccc(C(=O)Nc2nnn(C)n2)cc1	12	-3	-1	-3	-9	-9	-3	1.1	2
COc1ccc(CC(=O)N/N=C(/C)c2ccco2)cc1	-3	-4	25	2	2	-13	4	0.98	3
Clc1ccccc1-c1nnc2n1CCCCC2	3	-6	12	-1	2	13	-2	0.98	11
COC(=O)c1ccc(CSc2nc3scc(-c4cccs4)c3c(=O)[nH]2)o1	7	-7	15	-4	20	14	1	0.81	12
COc1ccc(C(=O)COC(=O)c2ccc(NC(=O)c3ccccc3)cc2)cc1	12	-9	10	-4	5	-9	-3	0.95	4
CCN(CC)CCCNC(=O)c1oc2ccc(S(=O)(=O)N3CC(C)CC(C)C3)cc2c1C (stereo not given)	9	-4	14	0	2	-1	0	0.98	16
CN1CCN(CC(=O)Nc2c(C(=O)C3CC3)oc3ccccc23)CC1	-4	-1	0	-1	4	-4	-1	0.96	-3
Cc1ccc(-c2cc(C(=O)N3CCCC(C(F)(F)F)C3)c3ccccc3n2)o1 (stereo not given)	28	-9	13	0	8	10	-2	0.92	-24
CCOc1ccccc1N(CC(=O)N1CCC(C(N)=O)CC1)S(=O)(=O)c1ccc(SC)cc1	2	-7	17	2	-3	3	3	1	2
Cc1nc(SCc2c(F)cccc2Cl)c2c(=O)n(C)c(=O)n(C)c2n1	-2	-4	10	-4	-1	-6	-4	1	-11
CCOCCCNCc1cn(-c2ccc(F)cc2F)nc1-c1ccccc1C	25	-5	12	-4	2	24	5	0.98	-16
Cc1nnc(SCc2cc(=O)oc3ccc4ccccc4c23)n1Cc1ccccc1	46*	-6	8	-2	6	15	1	0.94	2
O=c1[nH]c(-c2ccccc2)cs1	16	-3	-4	0	6	3	-6	0.94	-13
Cc1ccc(S(=O)(=O)NCCC(=O)Nc2ccncc2)cc1C	-3	-1	3	-3	7	-1	1	0.93	-2
COc1ccc(S(=O)(=O)N(CC(=O)O)c2ccc(C)cc2)cc1	25	-6	2	-2	1	18	-6	0.99	-9
(cont.)
SMILES	tim10-1 inh	APOBEC3G inh	NLRP3 yeast inh	MIN6 prolif	mIAP block	TIM10 inh	APOBEC3A inh	mIAP act	hIAP inh
O=C1CC(N2CCC(c3nc4ccccc4o3)CC2)C(=O)N1c1cc(Cl)cc(Cl)c1 (stereo not given)	41*	-5	17	-1	-6	41*	-1	1.1	-4
CC1CN(C(=O)c2cccc(COc3ccccc3Cl)c2)CC(C)O1 (stereo not given)	26	-2	26	5	4	5	0	0.96	16
CCC1CCCCN1C(=O)c1cc2cc(Br)ccc2oc1=O (stereo not given)	12	-8	4	-2	13	-10	-5	0.87	-3
Cn1ncc2c(NNC(=O)C3CCCCC3)ncnc21	11	-5	11	-1	-6	-16	-2	1.1	-13
O=C(O)CC(C(=O)Nc1ccc(Cl)cc1Cl)C1CCCO1 (stereo not given)	-3	32	3	-1	-11	-11	1	1.1	1
CCOc1ccc(-c2ccc(SCC(=O)N3CCN(c4ccccc4)CC3)nn2)cc1	4	-3	1	0	1	0	-1	0.99	15
CC1CCN(CCCCOc2ccc([N+](=O)[O-])cc2)CC1	-22	7	1	-3	4	-1	3	0.96	27
Cc1ccc(-c2cc(C(=O)NC3CCCCC3)no2)cc1	-1	-1	15	0	2	-8	3	0.98	-6
CC1=C(C(=O)OCC(C)C)C(c2cccc(F)c2)N2C(=O)C(C)SC2=N1 (stereo not given)	18	4	16	-6	-3	12	1	1	-3
CCOc1ccccc1NC(=O)C(C)SCc1ccccc1 (stereo not given)	-7	-7	31	0	1	-19	-4	0.99	9
O=C(CSc1nccc(=O)[nH]1)Nc1ccc(N2CCOCC2)c(Cl)c1	-8	2	0	0	1	-7	50*	0.99	10
O=[N+]([O-])c1nn(-c2ccc3c(c2)OCCO3)n(O)c1=NC1CCN(Cc2ccccc2)CC1	12	-1	11	-6	4	-13	-1	0.96	-42
CCOC(=O)C1CCCN(c2c(Nc3cccc(C)c3)c(=O)c2=O)C1 (stereo not given)	7	0	13	-2	13	-5	1	0.87	8
c1ccc(Sc2ncnc3c2oc2ccccc23)nc1	17	-3	21	1	1	12	-1	0.99	6
COc1cc(C)c(CN2CCN(S(=O)(=O)c3ccc(Cl)s3)CC2)cc1OC	-4	-5	16	0	11	0	1	0.89	2
O=C(c1ccccc1)N1CCN(CC(O)Cn2ccc3ccccc32)CC1 (stereo not given)	5	-5	13	2	2	-7	1	0.98	0
CCOC(=O)c1sc2nc(NC(=O)C3CCCCC3)sc2c1C	-1	-6	-3	-1	1	-4	-2	0.99	8
CCCc1nnc(SCC(=O)N2CCCCC2C)n1CCCOC (stereo not given)	9	1	16	-4	6	-2	2	0.94	-10
COc1ccc(C(C(=O)NC2CCCC2)N(C(=O)c2snc(C(N)=O)c2N)c2cc(C)ccc2OC)cc1OC (stereo not given)	-2	-8	3	-1	6	6	-5	0.94	-12
C=C(C)COc1ccc(-c2nc(N)ncc2-c2ccccc2OC)c(O)c1	6	0	12	-4	0	-3	3	1	2
C/C(=N\OCC(=O)N/N=C/c1ccccc1O)c1cccs1	15	-6	5	-5	2	30	-4	0.98	7
Cc1ccc(NC(=O)c2ccc(=O)n(CC(=O)Nc3c(C)cc(C)cc3C)n2)cc1	1	2	-3	-6	-3	8	-3	1	8
Cc1cc(C)c2c(CC(=O)N3CCCC3)coc2c1	11	2	12	-4	0	17	-1	1	21
COc1cc(/C=C/C(=O)OCC(=O)NCc2ccco2)cc(OC)c1OC	8	-7	-10	-3	10	9	-4	0.9	0
CCNC(=O)NC(=O)C(C)Sc1nc2ccccc2n1CC(C)C (stereo not given)	22	-4	17	2	9	17	-4	0.91	9
CC1(C)Cc2nc3sc4c(=O)n(CC(=O)NCc5ccccc5)cnc4c3cc2CO1	16	-2	-1	-4	6	-13	0	0.94	10
